# Assay outcomes: PubChem BioAssay, Sanford-Burnham Center for Chemical Genomics
# HKDC1 inhibitor: inhibitors of human hexokinase HKDC1; Q2TB90; recombinant HKDC1, G6PDH/diaphorase resazurin coupled fluorescence; inhibition, % at 20 µM; 340,000 tested, 0.16% active;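 active = inhibition above about 35% when tested at 20 µM, limit read from the data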;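 note: plate controls were DMSO wells with enzyme for no effect and DMSO wells lacking enzyme for full effect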
#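 Assay system – recombinant HKDC1 (HK5) hexokinase enzyme, produced in-house · Input – HKDC1 at 5 µg/mL · Reagent – glucose plus 1 mM ATP as hexokinase substrates · Timing – 90 min reaction incubation at room temperature, dark · Measured by – G6PDH/diaphorase-coupled fluorescence, 1 mM NADP, 100 µM resazurin, 525/613 nm · Benchmarks – DMSO-enzyme wells negative, buffer-substituted wells positive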
# hIAP activ: human IAP activation. purified human IAP, CDP-Star luminescence, 30 min; active compounds read high; 1 = vehicle-only enzyme, 0 = enzyme-free background. AID 2524. activation factor at 10 µM. 330,000 tested, 0.16% active. P09923;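 active = activation factor of the enzyme at least 2-fold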; note: the source names both 10 and 20 µM as test concentration; values of inactives mirror those of a sister screen read the other way
# Target sequence (P09923 whole entry, looked up): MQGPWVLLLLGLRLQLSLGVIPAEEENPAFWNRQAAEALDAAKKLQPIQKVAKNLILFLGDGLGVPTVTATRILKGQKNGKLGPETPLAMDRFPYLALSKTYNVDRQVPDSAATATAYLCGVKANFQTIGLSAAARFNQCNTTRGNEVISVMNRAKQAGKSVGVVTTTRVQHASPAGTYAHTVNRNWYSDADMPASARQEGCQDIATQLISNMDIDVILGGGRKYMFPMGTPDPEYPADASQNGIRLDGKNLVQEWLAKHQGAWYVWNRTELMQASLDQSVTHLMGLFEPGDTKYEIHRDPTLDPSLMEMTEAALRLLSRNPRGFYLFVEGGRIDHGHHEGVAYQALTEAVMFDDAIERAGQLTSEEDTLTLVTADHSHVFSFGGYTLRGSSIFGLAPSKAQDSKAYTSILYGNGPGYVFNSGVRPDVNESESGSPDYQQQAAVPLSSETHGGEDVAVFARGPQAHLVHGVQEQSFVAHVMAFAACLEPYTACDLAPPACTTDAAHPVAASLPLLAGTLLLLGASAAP
# mIAP block: blocks mouse intestinal alkaline phosphatase. purified mouse IAP, CDP-Star luminescence, 30 min. inhibition, % at 10 µM. 330,000 tested, 0.2% active;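 active = inhibition of at least 40% at 10 µM in the primary screen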;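 note: plate controls were DMSO with enzyme for no effect and no enzyme wells for full effect; values of inactives mirror those of a sister screen read the other way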
# PfG6PD inh: PfG6PD (Plasmodium falciparum) enzyme inhibition | PfGluPho enzyme, NADPH resazurin-diaphorase fluorescence | inhibition, % at 20 µM | 350,000 tested, 0.78% active;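 active = inhibition reaching at least a set limit at 20 µM in the primary screen, cut at about 59% in these data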;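 note: 0% = DMSO wells with substrate and 100% = DMSO wells lacking glucose-6-phosphate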
# ATG4B inhibitor: blocks human ATG4B protease cleavage of LC3 substrate; 340,000 tested, 0.51% active; inhibition, % at 8.33 µM; Q9Y4P1; ATG4B cleavage of LC3-PLA2, NBD-HPC fluorescence, 1 h; in the data active = inhibition above about 40%
# hIAP inh: blocks human intestinal alkaline phosphatase. P09923. purified IAP, CDP-Star luminescence, 30 min. inhibition, % at 10 µM. 330,000 tested, 0.12% active;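 active = inhibition reaching a set limit with compound at 10 µM in the primary screen, cut at about 35% in these data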;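 note: plate controls were DMSO wells with enzyme for no effect and no-enzyme buffer wells for full effect; values of inactives mirror those of a sister screen read the other way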
# APOBEC3A inh: human APOBEC3A DNA deaminase inhibition; P31941; recombinant A3A, FAM/TAMRA ssDNA deamination fluorescence; inhibition, % at 20 µM; 330,000 tested, 0.41% active; AID 493011;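 active = at least 40% inhibition at 20 µM here, with at most 30% in a related deaminase screen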;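 note: plate controls were A3A with DMSO for no effect and wells lacking A3A enzyme for full effect; some results filed as inactive read as strong as hits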
# Target sequence (P31941 whole entry, looked up): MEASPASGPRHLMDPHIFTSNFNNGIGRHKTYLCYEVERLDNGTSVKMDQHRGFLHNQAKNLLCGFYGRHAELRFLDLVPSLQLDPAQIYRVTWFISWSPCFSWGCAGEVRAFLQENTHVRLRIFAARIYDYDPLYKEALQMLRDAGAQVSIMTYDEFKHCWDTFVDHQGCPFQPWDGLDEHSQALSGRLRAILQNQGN
# mIAP act: increases mouse intestinal alkaline phosphatase activity | 330,000 tested, 0.24% active | muIAP, CDP-Star luminescence, 30 min; active compounds read high; 1 = vehicle-only enzyme signal, 0 = enzyme-free wells | activation factor at 10 µM | AID 2805;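 active = activation factor of at least 2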; note: the source names both 10 and 20 µM as test concentration; values of inactives mirror those of a sister screen read the other way
#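 Assay system: mouse IAP enzyme; reagent: chemiluminescent substrate CDP-Star; dosing: test compounds delivered from DMSO solution; schedule: 30 min at room temperature; measured by: luminescence from enzymatic CDP-Star hydrolysis; controls: DMSO-only wells and no-enzyme negative control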
# The depositor's hits bear a star; / = not tested or not shown. Compounds as they come; about 2.4% have a hit in one of these screens.
HKDC1 inhibitor	hIAP activ	mIAP block	PfG6PD inh	ATG4B inhibitor	hIAP inh	APOBEC3A inh	mIAP act	Compound
0	1.1	2	-15	2	-13	0	0.98	CC(=O)Nc1ccc(S(=O)(=O)N(C)CC(=O)OC(C)C(=O)N(C)C2CCCCC2)cc1 (stereo not given)
-2	0.96	9	4	-8	4	-1	0.91	O=C(C1=COCCO1)N(Cc1nnc(-c2ccccc2Cl)o1)C1CC1
1	1	-4	-3	2	-3	-1	1	COc1cc(NC(=O)c2cc(C)nc3ccccc23)cc(OC)c1OC
-6	1.7	-1	54	-10	-66	-2	1	CCOC(=O)c1c(-c2ccc(C)o2)csc1NC(=O)CSc1nnnn1-c1ccccc1
-7	1	-11	6	-3	-5	2	1.1	Cc1c(Br)ccc(NC(=O)COc2ccccc2C(N)=O)c1C
0	1	9	-4	-2	-2	-2	0.91	COc1ccc(C(=O)OCc2cc(=O)n3c(C)csc3n2)cc1F
4	1.1	-3	-10	-6	-7	-4	1	CCN1CCN(c2ccc(S(=O)(=O)N3CCCCC3)cc2NC(=O)Cc2ccc(OC)cc2)CC1
-3	1.3	0	0	1	-25	-2	1	COc1ccc(Cl)cc1S(=O)(=O)N1CCC(C(=O)N2CCOCC2)CC1
-1	0.95	-2	1	8	5	-4	1	Cc1nnc(NC(=O)CC(C)c2ccccc2)s1 (stereo not given)
1	0.88	20	3	-28	12	-3	0.8	COc1ccccc1NS(=O)(=O)c1cccc(NC(=O)c2nn(C)c(=O)c3ccccc23)c1
-8	1.2	14	-7	-4	-16	-3	0.86	O=C(CCC(=O)Nc1ccccc1Cl)NNC(=O)COc1ccc([N+](=O)[O-])cc1
-11	1.1	-4	1	-1	-7	-1	1	CC(=O)N1C(=O)CC(C)N(C(C)=O)c2ccc([N+](=O)[O-])cc21 (stereo not given)
-1	0.97	16	-22	6	2	3	0.84	COc1ccc(CCNC(=O)CSc2ncc(C(=O)Nc3ccccc3)c(=O)n2C)cc1
-5	0.93	4	2	-1	7	0	0.96	CCc1ccc2oc(C(=O)NCCc3ccc(S(N)(=O)=O)cc3)cc(=O)c2c1
15	0.91	-2	18	4	9	1	1	Cc1ccc(OCC(O)Cn2c3ccccc3c3ccccc32)cc1 (stereo not given)
3	1	-1	-7	-1	-4	3	1	O=C(Cn1c(=O)n(Cc2ccc(F)cc2)c(=O)c2ccccc21)NCC1CCCO1 (stereo not given)
-2	0.88	1	5	-8	12	4	0.99	Cc1cc(O)c(NC(=O)c2ccco2)cc1C
-2	0.91	4	0	-2	9	-3	0.96	Cc1ccc(C)c(NC(=O)COC(=O)c2nn(C)c(=O)c3ccccc23)c1
5	1.2	5	6	3	-16	5	0.95	COc1ccc(NC(=O)c2cccc(S(=O)(=O)N3CCOCC3)c2)cn1
-7	1.1	-2	-14	8	-5	5	1	CCCc1nnc(SCC(=O)N2CCCC(C)C2)n1CCOC (stereo not given)
5	1.1	3	-2	17	-15	0	0.97	NC(=O)c1ccc(C(F)(F)F)n(Cc2ccccc2Cl)c1=O
-3	1	5	5	0	-2	-3	0.95	O=C(NCC1CC1)c1ccccc1Cl
4	0.99	3	-15	-3	1	-5	0.97	Cc1coc2c1c(C)cc1oc(=O)c(CC(=O)NCC(=O)O)c(C)c12
-2	1.1	6	-12	2	-13	-2	0.94	Cc1cc(NC(=O)CSc2nc3ccccc3c(=O)n2C2CCCC2)no1
-6	1	-14	-2	-3	-2	1	1.1	C=CCn1cnc2c(nnn2-c2ccc(C)c(C)c2)c1=O
0	1	-2	10	-2	-5	2	1	Cc1ccc(/C=N/NC(=O)CN(Cc2ccccc2)S(=O)(=O)c2ccc3c(c2)OCCO3)cc1
-1	0.96	13	-15	-4	4	-3	0.87	COc1cccc([C@@H]2CC=C(C(=O)O)[C@H](c3ccc(C)cc3)N2S(=O)(=O)c2ccc(C)cc2)c1
8	0.98	13	69*	7	2	-1	0.87	COc1ccc(C2Nc3cccc4cccc(c34)N2)cc1
2	1.1	-3	13	-9	-14	-3	1	CSCC(O)Cn1ncc2ccccc2c1=O (stereo not given)
-5	1.1	2	-1	-2	-6	3	0.98	Cc1nc(CC(=O)NNS(=O)(=O)c2ccc(F)c(Cl)c2)cs1
-2	1.2	-3	-6	-13	-20	-8	1	CC(=O)NCC(=O)N(Cc1ccco1)C1(C(=O)NC2CCCCC2)CCCCC1
-1	0.82	-1	8	-8	18	0	1	CC(C)Cn1c(N)c(C(=O)COC(=O)CCc2nc3ccccc3s2)c(=O)n(C)c1=O
-9	0.85	8	-5	4	15	-6	0.92	CCOC(=O)N1CCN(C(=O)C(C)NC(=O)c2ccco2)CC1 (stereo not given)
0	0.94	6	-2	-8	6	6	0.94	CCN(C(=O)Cn1cnc2cc([N+](=O)[O-])ccc2c1=O)C1CCS(=O)(=O)C1 (stereo not given)
4	1.1	2	5	0	-7	-7	0.98	COc1cccc(CNC(=O)CCCn2nc(C)c3c(C)n(-c4ccccc4)nc3c2=O)c1
6	0.79	8	-20	21	21	0	0.92	Cc1csc(NC(=O)CSCC(=O)O)c1-c1nc2ccccc2s1
-1	0.85	2	7	-5	14	-5	0.98	NCCn1c(-c2ccccc2)cc(C(=O)O)c1-c1ccccc1F
-8	1	-5	10	-15	-4	3	1.1	O=C(COC(=O)c1ccc([N+](=O)[O-])o1)NC1CCS(=O)(=O)C1 (stereo not given)
6	1	2	2	-14	-3	-4	0.98	Cc1c(NC2=C(Cl)C(=O)N(c3ccccc3)C2=O)c(=O)n(-c2ccccc2)n1C
-7	1.1	-2	-5	2	-9	1	1	COc1nccnc1NS(=O)(=O)c1ccc(NC(=S)NC(=O)c2cccnc2)cc1
-4	0.93	0	-7	0	7	-2	1	CC1CCCC(C)N1S(=O)(=O)c1ccc(S(=O)(=O)NCc2ccccc2)cc1 (stereo not given)
-10	0.94	5	8	6	6	-1	0.95	CCN(CCO)Cc1cn[nH]c1-c1ccc(C)c(C)c1
-10	1.1	0	-15	-5	-6	-1	1	COc1ccc(NC(=O)CN(C)C(=O)c2ccc(NS(=O)(=O)c3cccc([N+](=O)[O-])c3)cc2)cc1
-3	1.5	0	-1	1	-53	14	1	O=C(COc1cccc(F)c1)NNC(=O)c1cccc(-n2cccc2)c1
3	0.96	-3	17	0	4	-1	1	c1cnc(SCCCOc2ccc3ccccc3c2)nc1
0	0.87	3	-23	-6	13	-2	0.97	O=C(CN1C(=O)C2CCCCC2C1=O)OCC(=O)c1ccc(Cl)s1 (stereo not given)
-4	1.1	2	-21	-9	-8	-1	0.98	Cc1ccc(S(=O)(=O)NC(=O)c2ccc(F)cc2)c(C)c1
3	1	1	16	6	0	0	0.99	Cc1ccc(S(=O)(=O)c2c(C)cc(C)nc2N2CCCC2)cc1
-5	0.74	7	17	-13	26	-6	0.93	COc1cc(/C=N/Nc2ccccc2[N+](=O)[O-])cc(OC)c1O
-1	1.2	11	-2	-2	-20	-4	0.89	CCn1cc(Br)c(C(=O)N(C)Cc2ccccc2)n1
/	0.87	4	/	/	13	0	0.96	O=c1c2ccccc2c(C=NC2CCN(Cc3ccccc3)CC2)c(O)n1Cc1ccc2c(c1)OCO2
12	0.98	2	-13	1	2	1	0.98	NNC(=O)Cn1cnc2ccccc21
-6	1	-1	4	3	-4	1	1	CSc1n[nH]c(-c2ccc(C(F)(F)F)cc2)n1
3	1	2	-2	-7	-5	3	0.98	O=C1CC(O)(c2ccccc2)C(c2ccccc2)=C1c1ccccc1 (stereo not given)
3	0.94	-2	-14	-1	6	-2	1	O=C1CCCN1CCCNC(=S)Nc1ccccc1
-6	1.1	-4	12	-2	-7	-7	1	Cc1c(NC(=O)COC(=O)c2ccc(S(=O)(=O)N3CCOCC3)cc2)c(=O)n(-c2ccccc2)n1C

# Four compounds drawn at random from those above, as already listed:
HKDC1 inhibitor	hIAP activ	mIAP block	PfG6PD inh	ATG4B inhibitor	hIAP inh	APOBEC3A inh	mIAP act	Compound
12	0.98	2	-13	1	2	1	0.98	NNC(=O)Cn1cnc2ccccc21
-5	0.74	7	17	-13	26	-6	0.93	COc1cc(/C=N/Nc2ccccc2[N+](=O)[O-])cc(OC)c1O
3	0.94	-2	-14	-1	6	-2	1	O=C1CCCN1CCCNC(=S)Nc1ccccc1
-6	1	-1	4	3	-4	1	1	CSc1n[nH]c(-c2ccc(C(F)(F)F)cc2)n1

# The list goes on:
HKDC1 inhibitor	hIAP activ	mIAP block	PfG6PD inh	ATG4B inhibitor	hIAP inh	APOBEC3A inh	mIAP act	Compound
0	0.99	-4	8	-13	0	-2	1	CCN1C(=O)[C@H]2[C@@H](c3ccc(C)cc3)N3C(=O)N(c4cccc(Cl)c4)C(=O)[C@@]3(CC(C)C)[C@H]2C1=O
1	1	-22	-3	1	-3	1	1.2	COc1ccc(C2=NOC(Cn3nc(C(=O)NCc4ccc5c(c4)OCO5)cc3-c3ccccc3)C2)cc1 (stereo not given)
20	0.94	1	-7	-11	6	6	0.99	O=C(N/N=C/c1cccnc1)c1cc(-c2cccs2)nc2ccccc12
-4	1.3	12	15	-14	-29	-2	0.88	COc1ccc2ccccc2c1/C=N\NC(=O)c1ccc(C)s1
-4	1.1	1	-8	8	-14	0	0.99	COc1ccc(S(=O)(=O)N2CCOC2CNC(=O)C(=O)NCCCN2CCOCC2)cc1OC (stereo not given)
1	0.99	12	5	-18	1	3	0.88	CC(=O)c1c(C)[nH]c(C(=O)OCCOc2ccccc2)c1C
2	1.1	-34	25	2	-11	0	1.3	CCOc1ccc(NC(=O)C23CC4CC(C2)CC(c2ccccc2)(C4)C3)cc1
-6	0.91	6	8	-7	9	25	0.94	C[n+]1ccc(/C=C/c2c[nH]c3ccccc23)cc1
-2	0.94	10	-1	-12	6	-2	0.9	COc1ccc(CCNC(=O)C23CN(Cc4ccccc4)CC2C(c2cccc([N+](=O)[O-])c2)=NO3)cc1 (stereo not given)
-10	1.2	2	0	-5	-18	-1	0.98	Cc1c(Cl)cccc1NC(=O)CSCC(N)=O
-3	0.9	-1	2	-9	10	0	1	COc1ccc(COc2cc(-c3cccc(OC)c3)nc3ccc(NC(=O)c4ccccc4)cc23)cc1
2	0.92	-1	3	-1	8	-1	1	Cc1cccc(NC(=O)C2CCN(C(=O)c3ccc(F)cc3)CC2)n1
-7	0.91	-5	-2	2	9	0	1.1	CC(NC(=O)c1ccccc1SCC(=O)N1CCCC1)c1ccccc1 (stereo not given)
3	1.1	0	-4	-4	-14	4	0.99	Cc1ccc2nc(C)cc(C(=O)OCC(=O)Nc3cccnc3Cl)c2c1
4	0.74	9	-11	-9	26	-3	0.91	COc1ccc(C(=O)/C=C/c2ccc(O)cc2)cc1
0	1.1	-6	-7	-18	-9	2	1.1	CCC(c1nnc(SCC(=O)Nc2nnc(-c3ccccc3)o2)n1Cc1ccccc1)N(C)C (stereo not given)
-3	1.2	-6	-8	-11	-15	-11	1.1	COc1ccc(-c2cc(C(F)(F)F)n3ncc(C(=O)NCC4CCCO4)c3n2)cc1OC (stereo not given)
-3	1.2	-5	-12	4	-19	6	1.1	CCN(C(=O)COC(=O)c1cccs1)c1c(N)n(Cc2ccccc2)c(=O)[nH]c1=O
-2	1	4	-6	0	0	-2	0.95	O=S(=O)(c1ccc2ccccc2c1)N1CCNCC1
